# USP2a block: USP2a (human) protease inhibition | USP2 core, Ub-CHOP2 coupled fluorogenic reporter, 485/531 | Potency, µM (top dose mostly 38.3 µM), for inactives: at the top dose activity change, negative = inhibition, hits mostly inhibitors | O75604 | hit rate 0.01% among 330,000;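 also: potency is read from the fitted curve at half-maximal effect; plate controls were DMSO wells for no effect and full inhibition by NEM control for full effect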
#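 USP2 core (10nM final) preincubated 30min RT with compound in 20mM Tris-HCl pH 8.0, 2mM CaCl2, 2mM beta-mercaptoethanol, 0.05% CHAPS; 25nM Ub-CHOP2 plus 25nM reporter substrate added, fluorescence (Ex485/Em531) read after 60min.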
# BCR signal inh: blocks chronic active B-cell receptor signaling; ABC-DLBCL IkBa-CBG/CBR reporter, luminescence ratio, 4 h; Potency, µM (top dose mostly 46.1 µM), inactives show at the highest dose ratio change, negative = lower green/red ratio, actives largely listed as inhibitors; hit rate 0.05% among 340,000; AID 493014; active = well fitted inhibition curve with a large enough effect in the signal ratio, with a control signal flat, not every such curve was filed as active; inconclusive = small, poorly fitted or top-dose-only effect, or effect the other way, or a change in a side signal; the % refers to the signal ratio;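 also: potency is read from the fitted curve at half-maximal effect; plate controls were basal doxycycline-induced cells for no effect and cells given 10 µM MG132 for full effect; MG132 reads +100%, hits lower the ratio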
#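 TMD8 ABC-DLBCL cells carrying doxycycline-inducible green luciferase fused to IkappaBalpha plus unfused red luciferase were exposed to compounds (up to 46 uM) for 4 hrs at 37C. Activity came from the overlap-corrected green/red luminescence ratio.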
# Eya2 inh: inhibitors of human Eya2 phosphatase activity | O00167 | recombinant Eya2, OMFP fluorescence dephosphorylation (OMFP is methylfluorescein phosphate) | Potency, µM (series often up to 76.9 µM), for inactives: top-dose activity, negative = inhibition, most hits filed as inhibitors | hit rate 0.006% among 330,000; also: potency is read from the fitted curve at half-maximal effect
#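 Eya2 (0.2 uM) preincubated 10 min at ambient with compound, then OMFP substrate added at 50 uM; 10 min reaction in 50 mM HEPES pH 7.5, 50 mM NaCl, 5 uM MgCl2, 0.05% BSA, 1 mM DTT. Fluorescence read at Ex 485/Em 525 nm.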
# Giardia kill: Giardia lamblia killing; hit rate 0.15% among 340,000; AID 540267; Giardia lamblia trophozoite viability; activity change, % at 7.66 µM, hits read low; in the data active = activity change below about -80%; inconclusive = between about -30% and that limit;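 also: parasites exposed to compound for two days anaerobically before the ATP read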
#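 Each well holds 100 Giardia trophozoites and compound. After two days (48 hrs) at 37 deg C in anaerobic conditions, ATP is quantified by luminescence.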
# hERG WT inh: inhibitors of human wildtype KCNH2 potassium channel; Q12809; U2OS, BacMam KCNH2, thallium flux FluxOr; hits give low values; activity change, % at 1.84 µM; hit rate 0.37% among 340,000; AID 720551;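 active = maximum activity change below -70%; inconclusive = maximum activity change between -70% and -50%; inactive = maximum activity change above -50%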
# Target sequence (Q12809 whole entry, looked up): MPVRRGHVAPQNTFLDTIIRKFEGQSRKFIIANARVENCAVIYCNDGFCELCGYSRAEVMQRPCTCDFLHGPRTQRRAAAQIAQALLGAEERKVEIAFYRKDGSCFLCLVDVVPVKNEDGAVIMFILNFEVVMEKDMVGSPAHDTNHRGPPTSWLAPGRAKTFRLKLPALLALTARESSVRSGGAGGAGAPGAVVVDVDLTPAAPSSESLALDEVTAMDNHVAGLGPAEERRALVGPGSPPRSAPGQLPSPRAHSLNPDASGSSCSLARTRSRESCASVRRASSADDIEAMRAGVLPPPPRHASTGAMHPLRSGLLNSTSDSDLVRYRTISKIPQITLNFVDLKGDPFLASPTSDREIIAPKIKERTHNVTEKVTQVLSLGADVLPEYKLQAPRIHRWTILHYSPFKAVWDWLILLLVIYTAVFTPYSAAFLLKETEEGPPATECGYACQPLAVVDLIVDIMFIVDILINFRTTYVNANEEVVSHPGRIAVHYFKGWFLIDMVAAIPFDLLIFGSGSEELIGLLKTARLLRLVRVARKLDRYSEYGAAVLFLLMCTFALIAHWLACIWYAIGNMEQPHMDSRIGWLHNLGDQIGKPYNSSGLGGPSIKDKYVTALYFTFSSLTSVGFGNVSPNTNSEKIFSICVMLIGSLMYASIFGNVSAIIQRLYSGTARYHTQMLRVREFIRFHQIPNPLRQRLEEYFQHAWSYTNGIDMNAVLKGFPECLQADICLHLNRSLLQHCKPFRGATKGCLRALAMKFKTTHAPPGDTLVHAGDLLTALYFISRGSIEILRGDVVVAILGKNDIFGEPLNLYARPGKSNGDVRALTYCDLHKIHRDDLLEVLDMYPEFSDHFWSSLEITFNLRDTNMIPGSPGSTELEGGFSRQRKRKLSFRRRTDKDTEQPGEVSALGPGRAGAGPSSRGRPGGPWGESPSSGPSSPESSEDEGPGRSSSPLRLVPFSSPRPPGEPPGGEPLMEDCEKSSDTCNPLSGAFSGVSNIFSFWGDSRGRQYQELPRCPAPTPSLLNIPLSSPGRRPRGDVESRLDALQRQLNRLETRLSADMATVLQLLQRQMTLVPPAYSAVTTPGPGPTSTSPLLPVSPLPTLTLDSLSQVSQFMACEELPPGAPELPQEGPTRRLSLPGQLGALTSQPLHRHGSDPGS
#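 U2OS cells were transduced with wild-type KCNH2 virus (2.03 x 10^8 / mL) for 4 h at room temperature, then cultured overnight at 37 C. Thallium flux was read with FluxOr dye. Rate constants were normalized to DMSO controls.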
# B2AR arrestin: agonists driving beta-arrestin recruitment to human beta2-adrenergic receptor; P07550; beta-arrestin recruitment to beta2AR, cell-based reporter; Potency, µM (highest dose often 46.1 µM), inactives show at the highest dose activation, actives largely listed as activators; hit rate 0.02% among 330,000;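 also: potency is read from the fitted curve at half-maximal effect; 0% = DMSO controls and full agonism = EC100 isoproterenol or metaproterenol; nearly all actives have a fitted effect of over 65% in size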
# uPA surface inh: inhibitors of cell surface uPA generation; cell surface uPA generation assay, qHTS; Potency, µM (highest dose often 38.3 µM), for the others: at the highest dose activity change, negative = inhibition, most hits filed as inhibitors; hit rate 0.31% among 330,000; AID 540303; active = well fitted inhibition curve with a large enough effect; inconclusive = small, poorly fitted or top-dose-only effect; inactive = no such curve, though single readings can be large or run the other way; tested in mouse RAW 264.7 cells; also: potency is read from the fitted curve at half-maximal effect; nearly all actives have a fitted effect of over 55% in size
# KCNH2 3.1 inh: blocks the human KCNH2 3.1 channel isoform | U2OS KCNH2 3.1, thallium flux FluxOr; hits give low values | activity change, % (tested at about 1.8 µM) | hit rate 0.95% among 340,000 | AID 720553;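 active = maximum activity change below -70%; inconclusive = maximum activity change from -70% to -50%; inactive = maximum activity change above -50%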;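 also: thallium influx rate constant from kinetic fluorescence after stimulation buffer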
#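 We transduce U2OS cells with the mutant 3.1 virus, culture them overnight, load FluxOr with Red40 quencher for 45 min, then add stimulation buffer and read kinetically for 2 min to derive a normalized rate constant.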
# The depositor's hits bear a star; ? = inconclusive; . = not tested or not shown; [ ] = dose if it differs, or a comment. Unless noted, calls follow the shape of the dose curve; as a rule, active = well fitted curve in the direction sought with a large enough effect; inconclusive = small, poorly fitted or top-dose-only effect, or another doubt; inactive = no such curve, though single readings can be large; an effect the other way counts as inactive or inconclusive. Unless noted, % is scaled to controls: 0 for no effect and ±100 for the full control effect.
SMILES,USP2a block,BCR signal inh,Eya2 inh,Giardia kill,hERG WT inh,B2AR arrestin,uPA surface inh,KCNH2 3.1 inh
O=C(CF)N(O)c1ccc(C=Cc2ccccc2)cc1,.,.,.,-10.7,26.4,.,-10.6%,.
CC1([N+](=O)[O-])COP(=O)(Nc2ccc(F)cc2)OC1 (stereo not drawn),.,.,.,2.3,17.8,.,1.9%,.
O=P(O)(Oc1ccccc1)c1ccccc1,.,.,.,4.0,15.5,.,3.5%,.
CC(=O)OC(C)(C)/C=C/C(=O)C(C)(O)C1C(O)CC2(C)C3CC=C4C(CC(O)C(=O)C4(C)C)C3(C)C(=O)CC12C (stereo not drawn),.,.,.,3.7,-5.3,.,-3.9%,.
CC1C(=O)OC2CCN3CC4OC4(COC(=O)C(C)(O)C1(C)O)C23 (stereo not drawn),.,.,.,1.7,4.1,.,0.0%,.
CC1=CC2OC3CC4OC(=O)C=CC=CC(=O)OCCC(C)C(O)C(=O)OCC2(CC1O)C4(C)C31CO1 (stereo not drawn),.,.,.,?,-2.9,.,-8.6%,.
C[C@]12CCC3C(CC[C@H]4C[C@@H](O)CC[C@]34C)C1C[C@@H](Br)[C@H]2O (stereo partly drawn),2.1%,-8.0%,-7.6%,.,.,-0.5%,.,.
Cc1ccc(C(=O)Nc2ccc(Cl)cc2C(=O)c2ccccc2)cc1,.,.,.,-6.3,2.4,.,.,-8.0
c1cnc(OCCN2CC2)cn1,.,.,.,-13.4,25.7,.,-7.0%,-6.5
NC(=Nc1ccccc1)NN=Cc1c[nH]c2ccccc12,.,.,.,14.4,35.6,.,-9.9%,-13.3
c1ccc2c(c1)cc1ccc3cccc4ccc2c1c34,.,.,.,-11.3,-8.8,.,-0.1%,-3.0
O=C1NC(=O)N(Cc2ccccc2)C(=O)C1Cc1ccccc1 (stereo not drawn),.,.,.,6.1,19.8,.,3.3%,-8.2
COCCCNC(=O)c1c(NC(=O)c2ccccc2)n(Cc2ccccc2)c2nc3ccccc3nc12,.,.,.,-3.0,7.5,.,1.2%,-18.7
CCCNC(=O)N1[C@H]2CC[C@@H]1C(C(=O)OC)=C(c1cccc(OC)c1OC)C2,.,.,.,0.3,-2.1,.,12.5%,29.7
COc1ccccc1C=C1C(=O)NC(=S)NC1=O,.,.,.,19.8,5.1,.,-4.4%,7.8
Cn1c(=O)c2c(nc(-c3ccc(N(CCCl)CCCl)cc3)n2C)n(C)c1=O,.,.,.,-7.0,5.4,.,-3.9%,-0.2
COc1ccc(N2C(=O)C(=O)N(c3ccc(OC)cc3)P2(=O)N(CCCl)CCCl)cc1,.,.,.,4.6,-1.8,.,-0.3%,3.8
COC(=O)C1=C(c2cc3ccccc3o2)C[C@@H]2CC[C@H]1N2C(=O)NCCCOC(C)C,.,.,.,1.6,10.4,.,-1.7%,-8.5
CCOC(=O)C1(c2ccccc2)CCN(CC(O)c2ccc(NC(C)=O)cc2)CC1 (stereo not drawn),.,.,.,-28.7,11.1,.,-1.4%,-5.8
OC(CNCc1ccccc1)c1ccc(Cl)cc1 (stereo not drawn),.,.,.,-11.3,1.8,.,-0.9%,-14.8
COC(=O)Nc1nc2ccccc2[nH]1,.,.,.,1.3,-6.3,.,-8.8%,-4.2
CN(C(=O)Oc1cccc2ccccc12)C1C=CCC1 (stereo not drawn),.,.,.,1.0,0.0,.,-5.4%,3.1
CC1(C)CCCN1CCC(C(N)=O)(c1ccccc1)c1ccccc1,.,.,.,13.8,0.0,.,0.8%,10.8
COCCCNP1(=O)OCC(C)([N+](=O)[O-])CO1 (stereo not drawn),.,.,.,-3.1,-17.1,.,4.0%,3.4
N#CC1c2ccccc2-n2nncc2CN1S(=O)(=O)c1ccccc1 (stereo not drawn),.,.,.,-5.1,3.5,.,14.2%,32.7
COC1=C(C)C(=O)C2=C(C1=O)C(CO)N1C(C#N)C3CC4C(C1C2N1CCOC41)N3C (stereo not drawn),.,.,.,5.0,7.5,.,-12.4%,9.3
Cc1nc2cc(-c3ccc(Cl)cc3)nn2c(C)c1CCC(=O)N1CCC2(CC1)OCCO2,.,.,.,-9.2,0.4,.,-5.6%,-10.5
COc1ccc(C(=O)N/N=C/c2ccc(N(C)c3ccccc3)cc2)cc1,.,.,.,-25.5,1.3,.,?,7.4
CNC(=O)Oc1ccccc1C1CCCCC1,.,.,.,11.3,-0.6,.,-3.9%,31.9
C[N+](C)(N)CCOC(=O)C(O)(c1ccccc1)C1CCCCC1 (stereo not drawn),.,.,.,1.8,4.6,.,-1.1%,-9.0
CC12CCC3C(CCC4CC(=O)C(C(O)C(F)(F)F)CC43C)C1CCC2O (stereo not drawn),.,.,.,-7.0,1.1,.,0.5%,-2.5
CCOP(=O)(CCP(=O)(OCC)OCC)OCC.C[CH2][Sn]([Cl])([Cl])[CH2]C,.,.,.,12.1,37.0,.,-8.9%,-4.0
CC(=O)O[C@@H]1/C=C/[C@](C)(O)C[C@@H](C)C/C=C/[C@H]2[C@H](O)[C@@](C)(O)[C@@H](C)[C@H]3[C@H](Cc4ccccc4)NC(=O)[C@@]312,.,.,.,3.9,1.3,.,0.6%,6.1
COC(=O)C1=C(c2cc3ccccc3o2)C[C@@H]2CC[C@H]1N2C(=O)NCc1ccco1,.,.,.,32.8[activator],0.6,.,6.1%,17.3
CN1C(=O)C(c2ccccc2)C(=O)N(C)C1=O,.,.,.,4.0,-1.1,.,0.0%,-7.0
CCCCOC(=O)c1ccccc1N,.,.,.,37.9[activator],19.5,.,0.8%,15.3
CC1C(=O)OC2CCN3CC=C(COC(=O)C(C)(O)C1(C)O)C23 (stereo not drawn),.,.,.,14.0,-6.1,.,-2.0%,3.7
NP(=O)(Nc1ccccc1)Nc1ccccc1,.,.,.,-5.0,0.0,.,3.5%,8.7
C[N+](C)(C)CC1CCCC(C[N+](C)(C)C)C1=O (stereo not drawn),.,.,.,11.8,-18.8,.,-8.9%,-13.0
CC1CCOC(=O)C=CC=CC(=O)OC2CC3OC4C5OC5(C)C(O)CC4(COC(=O)C1O)C2(C)C31CO1 (stereo not drawn),.,.,.,10.7,18.4,.,-12.6%,0.9
CC12CCC3C(CCC4(O)CC(O)CCC34C=O)C1(O)CCC2C1=CC(=O)OC1 (stereo not drawn),.,.,.,-1.8,-4.7,.,0.5%,6.0
COc1cc2c(cc1OC)C1C(=O)c3ccc4c(c3OC1CO2)CC(C(C)C)O4 (stereo not drawn),.,.,.,-4.7,-6.5,.,-11.1%,-11.6
O=C1NC(=O)C2(CCN(c3ccccc3)CC2)C(=O)N1,.,.,.,-12.5,-8.5,.,2.3%,2.6
CCCC(C)CC1(CCO)C(=O)NC(=S)NC1=O (stereo not drawn),.,.,.,-2.3,2.3,.,-0.2%,10.6
CC12C=CC(=O)C=C1CCC1C2C(O)CC2(C)C1CCC2(C)O (stereo not drawn),.,.,.,-0.9,3.3,.,9.2%,-8.1
COc1cc2c(cc1OC)C13CCN4CC5CCOC6CC(=O)N2C1C6C5CC43 (stereo not drawn),.,.,.,15.4,-20.0,.,1.3%,-11.6
CCCNC(=O)N1[C@H]2CC[C@@H]1C(C(=O)OC)=C(c1cc3ccccc3s1)C2,.,.,.,11.2,-1.6,.,-0.4%,-6.9
O=C(NC1CCCCC1)N1Cc2ccccc2-n2nncc2C1,.,.,.,-8.1,5.1,.,-9.7%,5.2
CCC1(CCC(C)C)C(=O)NC(=S)NC1=O,.,.,.,-7.2,-2.7,.,5.5%,0.4
Oc1c(Br)cc(-c2ccccc2)cc1Br,.,.,.,-13.5,-0.4,.,1.1%,-0.1
CCC1CN1P(=O)(N1CCCC1)N1CC1CC (stereo not drawn),.,.,.,20.3,-17.3,.,-7.1%,-37.5
CCNC(=O)C1OC(n2cnc3c(N)ncnc32)C(O)C1O (stereo not drawn),.,.,.,-5.1,-5.4,.,5.1%,0.1
COc1ccc2c(c1O)C13CCN(C)C(C2)C1CCC(=O)C3 (stereo not drawn),.,.,.,-11.7,6.0,.,10.7%,-10.6
O=[N+]([O-])c1oc2ccc3ccccc3c2c1CCO,.,.,.,-94.8*,?,.,-9.0%,-15.2
O=C(Nc1ccccc1)N1Cc2ccccc2-n2nncc2C1,.,.,.,-12.2,14.3,.,1.6%,23.3
CC1=C(C/C(C)=C/c2ccccc2)/C(=C/CO)[C@H](O)[C@](C)(O)C12CC2,.,.,.,1.5,1.3,.,1.7%,-4.9
O=C1NC(=O)C(Cc2ccccc2)(Cc2ccccc2)C(=O)N1,.,.,.,5.3,11.0,.,0.5%,2.7
N#Cc1cn(C2OC(CO)C(O)C2O)c2ncnc(N)c12 (stereo not drawn),.,.,.,0.0,1.6,.,-6.0%,5.3
CC12CCC3C(CC=C4CC(O)CCC43C)C1CC(=CN1CCOCC1)C2=O (stereo not drawn),.,.,.,-3.8,3.0,.,3.3%,6.6
COC(=O)C1=C(c2ccccc2)C[C@@H]2CC[C@H]1N2C(=O)N1CCOCC1,.,.,.,16.6,2.7,.,11.4%,-2.2

# The list continues:
SMILES,USP2a block,BCR signal inh,Eya2 inh,Giardia kill,hERG WT inh,B2AR arrestin,uPA surface inh,KCNH2 3.1 inh
O=C1NC(=O)C(Nc2ccc(Cl)c(Cl)c2)C(=O)N1,.,.,.,-4.4,3.5,.,-2.3%,21.1
CNCC(=O)c1ccccc1,.,.,.,-10.2,-3.4,.,-4.0%,3.7
CCC(=O)C(CCN1CCOCC1)(c1ccccc1)c1ccccc1,.,.,.,-4.1,31.5,.,4.7%,27.2
S=P(NCCSCc1ccccc1)(N1CC1)N1CC1,.,.,.,4.8,-9.8,.,-12.9%,-10.0
CC1NC(=O)NC(=O)C1Br (stereo not drawn),.,.,.,4.3,34.6,.,1.3%,5.5
O[C@@H]1CCCN2CCc3c([nH]c4ccccc34)[C@H]12,.,.,.,?,4.5,.,-4.9%,1.8
CCOP(=O)(NC(C)C)Oc1ccc(SC)c(C)c1 (stereo not drawn),.,.,.,12.3,-2.9,.,-1.8%,-5.5
O=P(Oc1ccccc1)(Oc1ccccc1)N1CCOCC1,.,.,.,24.2,-6.7,.,-2.0%,1.5

# Source: PubChem

# Not all compounds are listed (hit frequency here may not be typical).
